# Source: PubChem
# Cdc25B inh: human M-phase inducer phosphatase 2 inhibition; recombinant Cdc25B, OMFP fluorescence Ex485/Em525; inhibition, %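 (compounds tested at 10 µM final in the well)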; 65,000 tested, 0.1% active; AID 368; in the data active means inhibition above about 50%
# FXIa mix inh: factor XIa (human) inhibition, mixture screen; P03951; purified FXIa, fluorogenic substrate, pooled mixtures; inhibition, % at 5 µM; 62,000 tested, 0.19% active; AID 680;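 further: each value is inhibition by a whole ten-compound pool holding the compound; 0% = enzyme with no mixture and 100% = wells lacking enzyme; strong numbers were not always called active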
# Target sequence (P03951 19-387 limits assumed): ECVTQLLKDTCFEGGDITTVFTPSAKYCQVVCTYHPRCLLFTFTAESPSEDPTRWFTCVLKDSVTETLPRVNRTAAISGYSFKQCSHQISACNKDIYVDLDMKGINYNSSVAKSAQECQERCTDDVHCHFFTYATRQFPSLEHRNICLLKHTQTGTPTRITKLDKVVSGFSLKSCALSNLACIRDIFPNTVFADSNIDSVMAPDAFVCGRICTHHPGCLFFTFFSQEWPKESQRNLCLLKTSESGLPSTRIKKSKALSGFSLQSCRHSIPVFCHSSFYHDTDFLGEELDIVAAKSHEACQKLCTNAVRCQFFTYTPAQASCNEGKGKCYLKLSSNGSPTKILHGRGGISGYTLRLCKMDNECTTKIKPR
# Target sequence (P03951 388-625 limits assumed): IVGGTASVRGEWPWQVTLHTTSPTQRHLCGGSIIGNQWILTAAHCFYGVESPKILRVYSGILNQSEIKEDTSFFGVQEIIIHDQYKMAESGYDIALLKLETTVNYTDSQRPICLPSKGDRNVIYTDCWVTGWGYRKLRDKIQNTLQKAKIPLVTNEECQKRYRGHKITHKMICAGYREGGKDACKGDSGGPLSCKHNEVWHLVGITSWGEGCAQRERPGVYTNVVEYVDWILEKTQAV
# JNK3 blocker: blocks human JNK3 kinase activity | 60,000 tested, 0.61% active | purified JNK3 kinase activity, HTS | P53779 | inhibition, % at 8 µM | AID 746; in the data active means inhibition above about 17%;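 further: 0% = DMSO and 100% = reference inhibitor; many of its hits are not listed in these tables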
# A340 absorber: absorbance at 340 nm; fold change at 10 µM; compound absorbance at 340 nm, fold over control; 65,000 tested, under 10 active;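 active means at 10 µM dose, initial 340 nm absorbance at least 2 fold that of control wells; inactive means change under 2 fold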;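 further: initial absorbance extrapolated from kinetic A340 decline of NADH oxidation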
# MKP-1 inh: blocks human MKP-1 phosphatase activity; inhibition, %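 (compounds tested at a single concentration somewhere between 10 and 100 µM)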; P28562; 65,000 tested, 0.15% active; recombinant MKP-1, OMFP hydrolysis fluorescence;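 active means inhibition above about 50%, limit read from the data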;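 further: 0% = DMSO max control wells and 100% = wells with enzyme stopped by NaOH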
# Target sequence (P28562 whole entry, looked up): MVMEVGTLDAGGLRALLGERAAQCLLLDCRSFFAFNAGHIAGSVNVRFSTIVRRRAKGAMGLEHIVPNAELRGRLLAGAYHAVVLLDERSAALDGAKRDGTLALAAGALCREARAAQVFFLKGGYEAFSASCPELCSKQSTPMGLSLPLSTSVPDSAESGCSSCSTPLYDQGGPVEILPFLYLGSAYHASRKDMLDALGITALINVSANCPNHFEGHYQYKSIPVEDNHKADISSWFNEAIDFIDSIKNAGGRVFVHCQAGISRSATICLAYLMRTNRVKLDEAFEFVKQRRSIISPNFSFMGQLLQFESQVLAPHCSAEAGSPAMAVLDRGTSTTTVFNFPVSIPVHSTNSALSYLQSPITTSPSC
# FXIIa inh mix: factor XIIa (human) inhibition, mixture screen; 62,000 tested, 0.2% active; AID 684; P00748; purified FXIIa, fluorogenic substrate, pooled mixtures; inhibition, % at 5 µM;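 further: 0% = enzyme without compound and 100% = no enzyme blank; some results filed as inactive read as strong as hits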
# Hsp90 block: displaces geldanamycin probe from tumor Hsp90. inhibition, % at 30 µM. AID 429. 64,000 tested, 0.35% active. NCI-N417 lysate Hsp90, Cy3B-geldanamycin FP displacement;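 active means inhibition above 50%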;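 further: 0% = tracer plus lysate wells and 100% = tracer alone without lysate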
# MMP13 inh: inhibitors of human MMP13; P45452; MMP-13 fTHP FRET cleavage, Mca fluorescence; inhibition, % at 4 µM; 65,000 tested, 0.07% active; AID 570;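 active means inhibition above the mean of compound-free control plate wells plus 3 SD, cut at about 14% in these data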;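 further: 0% = DMSO wells and 100% = wells with reference MMP-13 inhibitor after basal subtraction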
# AP complement: orthogonal test for alternative complement pathway inhibitors; Human serum alternative complement pathway, LPS-coated ELISA, C3 deposition; tested in compound mixtures; inhibition, % at 5 µM; 62,000 tested, 0.08% active; AID 1235;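 active means inhibition above 30% in each of the two pooled mixtures holding the compound, so the lower value exceeds 30%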;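 further: 0% = serum in Mg-EGTA without compound and 100% = EDTA serum blank; some compounds past the cut are filed as inactive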
#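 Test system: human serum complement alternative pathway, C3 deposition onto LPS / Medium: Mg2+-EGTA GVB++ buffer containing human serum at 1:15 dilution / Probe or stimulus: Plate-bound LPS / Times: 1 h at 37 °C / Signal: ELISA with HRP anti-human C3 antibody, TMB substrate, absorbance 450 nm / Measure: percent inhibition / Repeats: two pool placements per compound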
# Active calls of the source: *; / = no result given; [ ] = remark or other dose. Unless noted, no stated cut-off is given here; in the data, active means inhibition above about 20% (passing the limit was not always enough); inactive means the rest. The order is random. Share with any hit: about 1.5%.
SMILES,Cdc25B inh,FXIa mix inh,JNK3 blocker,A340 absorber,MKP-1 inh,FXIIa inh mix,Hsp90 block,MMP13 inh,AP complement
CCn1c(SCc2nc(CC(=O)Nc3ccccc3OC)no2)nnc1-c1cccs1,-26,10,13,0.99,25,-1,-7,-3,-3
O=C(O)c1ccc2c(c1)CC(c1ccccc1)OC2=O (stereo not given),-7,-3,3,1,4,5,-1,4,5
COc1nnc(-c2ccc(C(=O)N3C[C@@H]4C[C@H](C3)c3cccc(=O)n3C4)cc2)c2ccccc12,7,2,-2,1,30,4,-3,0,11
CCCn1c(SCC(=O)Nc2ccccc2CC)nnc1C(C)C,-18,8,1,1,-1,3,-2,-2,-2
CCCCSc1nnc([C@H](CC(C)C)NC(=O)OC(C)(C)C)o1,4,6,3,1,22,11,-2,0,4
CCOC(=O)C1CCCN(c2ccc(NC(=O)c3snc4c(=O)[nH]cnc34)cc2)C1 (stereo not given),2,13,4,1,35,-15,7,2,-3
COc1ccc(Cl)cc1S(=O)(=O)N1CCN(C(=O)COc2ccccc2)CC1,-5,5,-3,0.98,20,11,-3,4,7
O=C(O)Cc1ccccc1C(=O)O,-12,-7,-5,1,-14,0,-5,-4,7
CC(C)Sc1oc(-c2ccco2)nc1S(=O)(=O)c1ccc(F)cc1,-11,3,/,0.98,18,4,/,5,-1
CCC(Sc1ncccc1C(=O)O)C(=O)N1CCOCC1 (stereo not given),-8,18,-1,1,6,13,1,-6,32
CCOC(=O)c1c2n(c3c(NCc4ccccc4)ncnc13)CCCC2,-6,-2,3,1,6,5,-5,-3,5
Cc1ccc(CN2C(=O)CCC2C(=O)NCCCN2CCCC(C)C2)cc1 (stereo not given),2,4,3,0.98,-2,7,-2,-4,-6
CCOC(=O)C1=C(C)Nc2ncnn2C1c1ccc(N(C)C)cc1 (stereo not given),-17,1,/,1,6,3,/,7,8
O=S(=O)(NCc1ccc2c(c1)OCO2)c1cccc2nsnc12,-6,4,-8,1.1,-1,0,-4,2,1
CN1CCN(C(=O)c2c(O)c3cccc4c3n(c2=O)CCC4)CC1,-8,8,-4,0.98,-1,10,-7,-3,10
CCOC(=O)c1cccc(Nc2nc(C)cc(C)n2)c1,0,9,-6,1,-13,1,1,-9,9
COC(=O)c1ccc(NC(=O)C2CCCN(S(=O)(=O)c3cnc[nH]3)C2)cc1 (stereo not given),-8,1,-1,1.1,5,10,-5,7,11
COc1cccc(OC)c1C(=O)N1CCN=C1SCc1cccnc1,4,18,-1,1,5,5,2,-1,10
O=C(CCn1c(=S)[nH]c2ccccc2c1=O)N1CCN(c2ccccn2)CC1,-19,3,/,1,-3,0,-3,2,11
N#CCCN1CCN(S(=O)(=O)c2ccc(S(=O)(=O)NC3CC3)cc2)CC1,-2,13,2,1,5,3,-4,4,-3
CCOC(=O)c1c(C)c(C(=O)N2CCc3ccccc3C2)c(C)n1CC,-14,-12,-4,0.99,13,5,-2,-3,20
N#CCCN1CCN(Cc2cc(-c3ccccc3)ccc2O)CC1,-21,2,9,0.95,-22,-14,-2,1,0
COc1ccc(CC(=O)Nc2ccc3c(c2)OCO3)cc1S(=O)(=O)N1CCOCC1,10,19,2,1,-12,9,-1,-4,-6
Cc1cc(NC(=O)CSc2nc(-c3cccs3)cc(C(F)(F)F)n2)no1,20,/,7,1.1,4,/,-8,-10,/
CC(C)(C)OC(=O)NC(CCCCNC=O)C(=O)O (stereo not given),-23,0,-3,1.1,-4,-10,1,2,-2
O=C(CS(=O)(=O)c1ccccc1)N1CCCCCC1,-4,8,-6,1,-6,1,1,1,-6
CC1CC(C)CN(c2oc(-c3ccccc3Cl)nc2C#N)C1 (stereo not given),-5,9,-7,1.1,3,3,-1,-21,18
COc1ccc(C(=O)Cn2nnc(-c3ccccc3NC(=O)c3ccco3)n2)cc1,-8,14,0,0.99,-4,4,1,3,6
CC(=O)NCc1ccc(C(=O)CSc2nnc(-c3ccncc3)n2Cc2ccccc2)o1,-9,5,1,0.98,25,1,-7,0,8
COc1ccc(Cc2nn3c(-c4cc(OC)c(OC)c(OC)c4)nnc3s2)cc1,3,3,1,0.99,16,-27,-1,-6,29
COC(=O)c1[nH]c2cc(OC)c(OC)cc2c1NC(=O)c1cccc(OC)c1,2,5,-6,1.1,11,0,-4,4,-2
CCOC(=O)C1CCCN(Cc2c(F)cccc2Cl)C1 (stereo not given),-6,-4,-1,1,-14,4,0,2,3
O=C(Cn1nnc(-c2ccc(Cl)cc2)n1)NCC1CCCCC1,-3,4,5,0.98,24,2,2,2,3
CCOC(=O)C(CC)n1nc(C)n2c(cc3sccc32)c1=O (stereo not given),-1,4,1,0.99,-3,18,-3,7,2
CCOC(=O)C(NCCCO)c1ccccc1 (stereo not given),-1,-4,-3,1,-33,-1,-1,-1,0
COc1cccc(CN(Cc2ccco2)C(c2ccc(F)cc2)c2nnnn2C(C)(C)C)c1 (stereo not given),-12,7,-4,1,-10,2,-5,2,-11
Cc1ccc(N2C(=O)[C@@H]3Cc4ccccc4CN3C2=O)cc1,-25,-9,-5,1,-15,1,-1,4,8
COc1ccc(-c2nc(N)n(C(C)=O)n2)cc1,-7,12,2,1.1,1,-6,-5,2,9
CCCOc1cccc(C(=O)Nc2nnn(CCC)n2)c1,-14,4,-7,0.96,-2,5,-2,2,17
COc1cc(C2=Nc3c(c(C)nn3-c3ccccc3)P(=O)(N3CCOCC3)O2)cc(OC)c1OC (stereo not given),/,5,/,1.1,/,4,/,0,4
CC(=O)NC(CCS(C)(=O)=O)C(=O)Nc1cccc(C)c1 (stereo not given),-8,0,-3,1,3,8,-2,-2,-13
Cc1ccccc1-n1c(SCC(=O)N2CCCC2)nnc1-c1ccccn1,7,4,1,1,-2,2,-1,7,-3
Cc1cccc(N2CCN(c3nc4ccccc4n4cnnc34)CC2)c1C,-9,0,6,1,3,3,-2,0,16
Nc1nnc(Cc2c[nH]c3ccccc23)s1,9,7,8,1,-4,2,-10,3,-9
CCC(=O)Nc1cc(-c2nn(C)c(=O)c3ccccc23)ccc1OC,-2,8,7,0.99,-12,0,-2,1,-2

# Reprinted at random: seven records from the list.
SMILES,Cdc25B inh,FXIa mix inh,JNK3 blocker,A340 absorber,MKP-1 inh,FXIIa inh mix,Hsp90 block,MMP13 inh,AP complement
CCC(Sc1ncccc1C(=O)O)C(=O)N1CCOCC1 (stereo not given),-8,18,-1,1,6,13,1,-6,32
CCOC(=O)C(NCCCO)c1ccccc1 (stereo not given),-1,-4,-3,1,-33,-1,-1,-1,0
Cc1cc(NC(=O)CSc2nc(-c3cccs3)cc(C(F)(F)F)n2)no1,20,/,7,1.1,4,/,-8,-10,/
Cc1ccc(N2C(=O)[C@@H]3Cc4ccccc4CN3C2=O)cc1,-25,-9,-5,1,-15,1,-1,4,8
CC(C)(C)OC(=O)NC(CCCCNC=O)C(=O)O (stereo not given),-23,0,-3,1.1,-4,-10,1,2,-2
Cc1ccccc1-n1c(SCC(=O)N2CCCC2)nnc1-c1ccccn1,7,4,1,1,-2,2,-1,7,-3
COc1ccc(CC(=O)Nc2ccc3c(c2)OCO3)cc1S(=O)(=O)N1CCOCC1,10,19,2,1,-12,9,-1,-4,-6

# Additional entries.
SMILES,Cdc25B inh,FXIa mix inh,JNK3 blocker,A340 absorber,MKP-1 inh,FXIIa inh mix,Hsp90 block,MMP13 inh,AP complement
CN(C)C(=O)N1CCCC(C(=O)NCc2cccs2)C1 (stereo not given),0,21,-2,0.99,12,6,1,9,8
CC(C)OC(=O)CCCCCN1C(=O)CSC1=S,-17,-3,-4,0.97,-4,0,-3,2,0
O=C(NCCCc1ccccc1)c1cnc2n(c1=O)CCS2,-5,/,1,1,10,/,-2,-1,/
Cc1cnc(N)c2c(=O)oc3ccccc3c12,-3,5,7,1.1,-2,7,-3,-58[fluorescence artefact?],19
O=C(NCc1ccc(Cl)cc1)c1cccnc1,-18,7,3,1,1,5,2,1,7
N#Cc1nc(-c2ccccc2Cl)oc1NCc1ccco1,1,-3,5,1,3,1,-6,-14,14
Cc1cc(N2CCN(C)CC2)nc(N2CCOCC2)n1,33,-1,1,0.98,-4,14,-1,-10,-3
Cc1cc(C(F)(F)F)c(C#N)c(SCC(=O)NC2CC2)n1,-10,/,-6,1.1,-21,/,3,-2,/
COC(=O)c1ccc(CC(=O)c2c(C)cc(O)cc2O)o1,3,1,-8,1.1,-6,8,4,7,-19
O=C1CC(N2CCN(CCc3ccccn3)CC2)C(=O)N1c1ccc(Cl)cc1 (stereo not given),59*,6,-3,1,12,4,-1,6,0
CN(C)CCCNC(=O)CCC1CCCCC1,-6,3,0,0.96,-11,3,0,3,3
COc1ccccc1N1CCN(C(=O)COc2ccc(Cl)cc2Br)CC1,-16,0,4,1.1,17,4,0,-2,2
CCOC(=O)c1sc2ncnc(N3CCN(c4ccc(OC)cc4)CC3)c2c1C,-13,-4,2,1.1,-23,2,3,-2,12
CCOC(=O)N1CCN(C(c2ccccc2)c2sc3nc(C)nn3c2O)CC1 (stereo not given),0,/,5,1,16,/,-2,1,/
O=C(COc1ccc(S(=O)(=O)N2CCOCC2)cc1)NC1CCCC1,-4,4,3,1,10,3,3,0,17
O=C(Nc1nc2ccccc2n1Cc1ccccc1)c1ccco1,-8,-7,2,1.1,-8,3,3,-4,12
COc1ccc(N(CC(=O)NC2CCCCCCC2)S(=O)(=O)c2c(C)nn(C)c2C)cc1,-15,0,1,1,14,1,1,-2,14
CCCCCCn1c(CN2CCCCC2CC)nc2c1c(=O)n(C)c(=O)n2C (stereo not given),-22,7,-1,1,19,14,-1,-13,9
Cc1nc2cc(NC(=O)N(C)c3ccc4ccccc4c3)ccc2o1,5,6,-1,1,2,1,-24,-8,1
CCOc1ccccc1NC(=O)Cn1nnc(-c2ccc(OCC)c(OCC)c2)n1,10,4,8,1.1,29,10,0,1,-6
CCC1CCCCN1c1nc2c(c(=O)n(C)c(=O)n2C)n1CCSc1nc2ccccc2o1 (stereo not given),-11,4,7,1.1,4,1,-1,0,4
COc1ccc(N2CCN(C(=O)CSc3nnc(COc4cccc5cccnc45)o3)CC2)cc1,-18,0,0,1,2,-18,2,-2,16
O=C(CN1CCN(CC(=O)Nc2ccccc2C(F)(F)F)CC1)Nc1ccccc1F,-8,5,-4,1,-15,-16,-3,5,21
CCn1c(COc2ccc(C)cc2)nnc1SCC(=O)Nc1ccc2c(c1)OCCO2,-31,9,-1,1,24,10,-1,0,-2
Cc1ccccc1-c1noc(-c2cccs2)n1,1,3,-5,1.1,7,1,-1,5,22
CCOc1ccc(OCCSc2nc(C)cc(=O)[nH]2)cc1,2,8,4,1,22,3,-4,0,5
CCCCn1c(SCC(=O)N2CC(C)CC(C)C2)nc2cc(S(N)(=O)=O)ccc21 (stereo not given),-2,2,0,1,13,3,1,1,-1
CCOc1ccccc1N(CC(=O)Nc1ccc2c(c1)OCCO2)S(C)(=O)=O,3,/,-5,0.99,24,/,0,3,/
COc1cc(C(=O)Nc2cc(-c3nc4cc(C)ccc4o3)ccc2C)cc(OC)c1OC,-9,8,-8,1.1,23,-10,-6,2,-3
c1cncc(-c2nnc3sc(C4CCCCC4)nn23)c1,-1,/,5,1,-19,/,-1,5,/
COc1cc(C(=O)N2CCN(C(=O)c3ccccc3)CC2)cc(OC)c1OC,-7,11,1,1,6,0,-1,5,23
COc1ccc2nc(C)c(C(=O)OCCN(C)C)cc2c1,-7,7,2,1,-13,-1,-1,-30,-3
Cc1ccc(Nc2nc(N)nc(CN3CCN(C(=O)c4ccco4)CC3)n2)cc1Cl,1,10,0,1,32,-1,-5,-2,22
CCOC(=O)C(NC(=O)c1ccccc1)(N1CCOCC1)C(F)(F)F (stereo not given),-8,2,7,1,11,8,-1,2,15
O=C(O)CC(C(=O)OC1CCCCC1)N1CCOCC1 (stereo not given),-1,4,-14,1,23,9,1,8,6
